# Screening data as filed in PubChem BioAssay.
# NFkB transloc pot: enhances IL-1B driven NFkB nuclear translocation; activation, % at 2 µM; 94,000 compounds, 0.3% hits; HUVEC IL-1B NFkB p65 nuclear translocation imaging; AID 819;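 active = activation above 40%, about the mean plus 3 SD, also judged a hit on visual image review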;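 note: percent activation is computed from the nuclear over cytoplasmic p65 intensity ratio; values of inactives mirror those of a sister screen read the other way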
# PLAP inhibition: PLAP enzyme inhibitors, biochemical, luminescence, HTS (AID 690); purified PLAP, luminescent substrate; higher % means a stronger effect; one-dose inhibition, % at 20 µM; IC50 in µM for titrated hits; 96,000 compounds, 0.08% hits; in the data active = a potency from the dose series; inactive = the rest, 99 in 100 with inhibition below about 30%; note: strong numbers were not always called active
# IL1B NFkB inh: blocks IL-1B driven NFkB nuclear translocation in HUVEC cells | HUVEC IL-1B NFkB p65 nuclear translocation imaging | 94,000 compounds, 0.43% hits | inhibition, % at 2 µM | AID 796;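 active = inhibition above about 30% together with a positive call from visual inspection of the well image, limit read from the data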;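 note: nuclear over cytoplasmic p65 intensity ratio measured by imaging; 0% = IL-1B stimulated DMSO wells and 100% = unstimulated DMSO wells; values of inactives mirror those of a sister screen read the other way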
# MRP resist rev: reverses drug resistance mediated by MRP; H69AR cells + 2 uM doxorubicin, CellTiter-Glo, 72 h; differential viability (reversal), % at 10 µM; 85,000 compounds, 0.04% hits;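 active = viability drop by adding the cancer drug above about 55%, with treated viability meeting a 40% cutoff, limit read from the data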;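 note: viability without doxorubicin minus viability with 2 µM doxorubicin for each compound; larger differential means the compound sensitizes cells more to doxorubicin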
# Bcl-B TR3 displacers: displacers of TR3 peptide from Bcl-B, primary screen, selectivity assay for Bfl-1 inhibitor project, biochemical, fluorescence polarization; FP displacement of FITC-TR3 peptide from Bcl-B; higher % means a stronger effect; displacement, % at 20 µM, or IC50 in µM where a hit was titrated; 96,000 compounds, 0.11% hits; AID 748;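 active = displacement above 50% at 20 µM plus a fluorescence interference ratio under 1.5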;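 note: plate controls were wells without compound for no effect and wells lacking Bcl-B protein for full effect; a part of the inactive calls stands beside numbers as strong as those of hits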
# MRP resist rev cytotoxicity: also measured in MRP resist rev; calls as there; viability, %; H69AR cells, CellTiter-Glo, 72 h; measured here: cytotoxicity without doxorubicin
# MRP resist rev with doxorubicin: recorded beside MRP resist rev, whose call it bears; viability, %; measured here: viability with 2 uM doxorubicin; stronger effect = lower value
# IL1B NFkB inh cell count 2 µM: recorded beside IL1B NFkB inh, whose call it bears; cell count; measured here: cells passing quality filter;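 raw number of nuclei counted in each imaged well without normalization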
# NFkB transloc pot cell count 2 µM: recorded beside NFkB transloc pot, whose call it bears; cell count; measured here: cells passing quality filter
# Starred values were filed as active, the others as inactive; . = not tested or not shown. A portion of the library; rates above refer to the full screens.
SMILES,NFkB transloc pot,NFkB transloc pot cell count 2 µM,PLAP inhibition,IL1B NFkB inh,IL1B NFkB inh cell count 2 µM,MRP resist rev,MRP resist rev cytotoxicity,MRP resist rev with doxorubicin,Bcl-B TR3 displacers
CCOC(=O)c1ccc(NC(=O)CCOc2ccccc2)cc1,2,102,6%,-2,102,20,108,88,5%
Cc1cc(NC(=O)CCC2CCCCC2)no1,6,176,.,-6,176,15,105,90,.
CC(=O)C1=C(C)NC(=O)NC1c1ccccc1 (stereo unspecified),24,149,-7%,-24,149,3,100,97,5%
Cc1cccc(NC(=O)Cc2coc3ccc4ccccc4c23)n1,5,152,-44%,-5,152,20,98,78,10%
Cc1cc(=O)n2nc(N3CCCC(C(=O)NCCC4=CCCCC4)C3)sc2n1 (stereo unspecified),.,.,-66%,.,.,4,70,66,-1%
Cn1ncc(C#N)c1/N=C/N(Cc1ccccc1)Cc1ccccc1,13,80,21%,-12,80,15,100,85,-10%
N#CCCn1cc(/C=C(\C#N)c2nc3ccccc3s2)c(-c2ccc(F)cc2)n1,-4,129,-18%,4,129,6,65,58,-5%
Cc1c(C(=O)O)oc2c1ccc1ccccc12,8,159,-20%,-8,159,-5,88,92,-2%
O=C(CCC(=O)Nc1ccccc1)NNC(=O)c1ccco1,3,130,0%,-3,130,.,.,.,15%
CCCCNC(=O)c1onc(CSc2ccc(F)cc2)c1C(=O)O,-5,155,0%,5,155,.,.,.,-4%
CCCCCCC(=O)Nc1nc(C)c(-c2csc(Nc3ccc(Cl)cc3)n2)s1,9,181,2%,-9,181,.,.,.,-26%
Cn1c(=O)c2c(nc(Sc3n[nH]c(N)n3)n2Cc2ccccc2Cl)n(C)c1=O,32,115,-52%,-32,115,2,86,83,4%
C=CCSC1=C(C#N)C(c2ccccc2Cl)CC(=O)N1 (stereo unspecified),15,191,-11%,-15,191,17,102,85,8%
O=C(CCCN1C(=O)c2ccccc2C1=O)NCC1CCCO1 (stereo unspecified),8,149,4%,-8,149,4,87,83,-8%
Cn1c(SCC(=O)Nc2ccc3nc(SCC(=O)N4CCCC4)sc3c2)nnc1-c1ccccc1,1,112,-64%,-1,112,.,.,.,38%
N#CC1=C(S)N=C(N)C(c2nc(-c3ccccc3)cs2)C12CCCCC2 (stereo unspecified),18,178,-123%,-18,178,.,.,.,-10%
CN(C(=O)C1CCOC1)c1nnc(-c2ccncc2)s1 (stereo unspecified),-9,104,14%,9,104,23,113,90,-10%
Cc1cc2cc(CNC(=O)c3cc4ccccc4o3)ccc2n1C,-1,130,-13%,1,130,.,.,.,4%
CC(C(=O)N1CCc2ccccc21)N1CCc2ccccc2C1 (stereo unspecified),-2,111,.,2,111,.,.,.,.
C/C(=N\NC(=O)c1ccc(Cl)cc1)c1ccc(Br)s1,6,121,-4%,-6,121,.,.,.,-14%
COc1ccc(S(=O)(=O)N(CC(=O)NCc2ccco2)C2CCCCC2)cc1OC,.,.,-15%,.,.,25,91,66,-6%
O=S(=O)(/N=C(/Nc1ccc(F)cc1F)c1ccc(Cl)cc1)c1ccccc1,13,160,22%,-13,160,.,.,.,4%
CCOC(=O)c1c(NC(=O)CCC(=O)NCc2ccco2)sc2c1CCCC2,1,132,-5%,-1,132,1,79,78,0%
Cc1ccccc1NC(=O)N1C2CCC1CC(O)(c1cccnc1)C2 (stereo unspecified),9,153,1%,-9,153,22,99,77,-5%
CCCCCOC(=O)C1=C(C)Nc2ncnn2C1c1cccs1 (stereo unspecified),-12,194,10%,12,194,-7,83,90,1%
Cc1nn(-c2ccccc2)c(CC(C)(C)C(=O)O)c1C(=O)O,-3,99,3%,3,99,.,.,.,0%
COc1cc2c(C(=O)N3CCCc4ccccc43)cn(C)c(=O)c2cc1OC,.,.,-56%,.,.,-11,75,86,-8%
CCOC(=O)c1ccc(-n2c(=O)[nH]c3ccccc3c2=O)cc1,-3,43,-98%,3,43,8,97,89,-5%
CC(=O)Oc1ccc(NC(=O)C2CCCCC2)c(C(=O)O)c1,16,117,-22%,-16,117,-12,81,93,1%
CCOC(=O)c1ccc(NC=C2C(=O)OC3(CCCCC3)OC2=O)cc1,24,65,-6%,-24,65,-6,88,94,-1%
N#C/C(C(=O)c1ccccc1)=C1/CCCCCN1,14,79,10%,-14,79,4,104,100,2%
CCOC(=O)Cc1nnn(CC(=O)OCC)n1,11,110,11%,-11,110,.,.,.,0%
Cc1cc2c(c(=O)n1CC1CCCO1)C(c1ccco1)C(C#N)=C(N)O2 (stereo unspecified),-2,76,13%,2,76,11,79,69,-1%
CCOC(=O)c1[nH]c(COC(=O)C2CC(=O)N(Cc3ccccc3)C2)c(C(=O)OCC)c1C (stereo unspecified),12,64,-37%,-12,64,15,97,81,-7%
COc1ccc(OCC(=O)N/N=C/c2ccc(O[C@@H]3O[C@H](CO)[C@@H](O)[C@H](O)[C@H]3O)cc2)cc1,-8,99,12%,8,99,.,.,.,-3%
COC(=O)c1ccc(NC(=S)NCCC2=CCCCC2)cc1,5,123,7%,-7,176,.,.,.,-3%
Cn1c(=O)cc(OCC(=O)NCc2ccccn2)c2ccccc21,5,159,2%,-5,159,4,87,83,-6%
CCCNC(=O)CN1C(=O)NC2(CCCc3cc(OC)ccc32)C1=O (stereo unspecified),-15,141,8%,15,141,.,.,.,-1%
NC(=O)c1ccc(OCC(F)(F)C(F)(F)C(F)(F)C(F)(F)C(F)(F)C(F)F)cc1,18,180,7%,-18,180,.,.,.,-4%
C=CCN(CC=C)Cc1c(C)[nH]c2ccc(C(=O)OCC)cc2c1=O,18,86,2%,-18,86,-11,81,92,-6%

# 15 entries from above, as tab-separated lines:
compound	NFkB transloc pot	NFkB transloc pot cell count 2 µM	PLAP inhibition	IL1B NFkB inh	IL1B NFkB inh cell count 2 µM	MRP resist rev	MRP resist rev cytotoxicity	MRP resist rev with doxorubicin	Bcl-B TR3 displacers
Cc1nn(-c2ccccc2)c(CC(C)(C)C(=O)O)c1C(=O)O	-3	99	3%	3	99	.	.	.	0%
COc1cc2c(C(=O)N3CCCc4ccccc43)cn(C)c(=O)c2cc1OC	.	.	-56%	.	.	-11	75	86	-8%
CCOC(=O)c1ccc(-n2c(=O)[nH]c3ccccc3c2=O)cc1	-3	43	-98%	3	43	8	97	89	-5%
CC(=O)Oc1ccc(NC(=O)C2CCCCC2)c(C(=O)O)c1	16	117	-22%	-16	117	-12	81	93	1%
CCOC(=O)c1ccc(NC=C2C(=O)OC3(CCCCC3)OC2=O)cc1	24	65	-6%	-24	65	-6	88	94	-1%
N#C/C(C(=O)c1ccccc1)=C1/CCCCCN1	14	79	10%	-14	79	4	104	100	2%
CCOC(=O)Cc1nnn(CC(=O)OCC)n1	11	110	11%	-11	110	.	.	.	0%
Cc1cc2c(c(=O)n1CC1CCCO1)C(c1ccco1)C(C#N)=C(N)O2 (stereo unspecified)	-2	76	13%	2	76	11	79	69	-1%
CCOC(=O)c1[nH]c(COC(=O)C2CC(=O)N(Cc3ccccc3)C2)c(C(=O)OCC)c1C (stereo unspecified)	12	64	-37%	-12	64	15	97	81	-7%
COc1ccc(OCC(=O)N/N=C/c2ccc(O[C@@H]3O[C@H](CO)[C@@H](O)[C@H](O)[C@H]3O)cc2)cc1	-8	99	12%	8	99	.	.	.	-3%
COC(=O)c1ccc(NC(=S)NCCC2=CCCCC2)cc1	5	123	7%	-7	176	.	.	.	-3%
Cn1c(=O)cc(OCC(=O)NCc2ccccn2)c2ccccc21	5	159	2%	-5	159	4	87	83	-6%
CCCNC(=O)CN1C(=O)NC2(CCCc3cc(OC)ccc32)C1=O (stereo unspecified)	-15	141	8%	15	141	.	.	.	-1%
NC(=O)c1ccc(OCC(F)(F)C(F)(F)C(F)(F)C(F)(F)C(F)(F)C(F)F)cc1	18	180	7%	-18	180	.	.	.	-4%
C=CCN(CC=C)Cc1c(C)[nH]c2ccc(C(=O)OCC)cc2c1=O	18	86	2%	-18	86	-11	81	92	-6%

# Given as labelled records: entries from further up
O=C(CCCN1C(=O)c2ccccc2C1=O)NCC1CCCO1 (stereo unspecified)
  NFkB transloc pot = 8	NFkB transloc pot cell count 2 µM = 149	PLAP inhibition = 4%	IL1B NFkB inh = -8	IL1B NFkB inh cell count 2 µM = 149	MRP resist rev = 4	MRP resist rev cytotoxicity = 87	MRP resist rev with doxorubicin = 83	Bcl-B TR3 displacers = -8%

Cn1c(SCC(=O)Nc2ccc3nc(SCC(=O)N4CCCC4)sc3c2)nnc1-c1ccccc1
  NFkB transloc pot = 1	NFkB transloc pot cell count 2 µM = 112	PLAP inhibition = -64%	IL1B NFkB inh = -1	IL1B NFkB inh cell count 2 µM = 112	MRP resist rev = .	MRP resist rev cytotoxicity = .	MRP resist rev with doxorubicin = .	Bcl-B TR3 displacers = 38%

# Later entries
SMILES,NFkB transloc pot,NFkB transloc pot cell count 2 µM,PLAP inhibition,IL1B NFkB inh,IL1B NFkB inh cell count 2 µM,MRP resist rev,MRP resist rev cytotoxicity,MRP resist rev with doxorubicin,Bcl-B TR3 displacers
O=Cc1ccc(N2CCCCCC2)cc1,-2,136,10%,2,136,.,.,.,4%
CCOC(=O)CNS(=O)(=O)CCN1C(=O)c2ccccc2C1=O,1,62,22%,-1,62,2,99,97,12%
Cc1cc(/C=N/n2cnnc2)c(C)n1-c1ccc(OCc2ccc(Cl)cc2Cl)cc1,-17,104,-218%,17,104,4,6,2,-10%
COC(=O)c1cc(OC)c(OC)cc1NC(=O)c1ccc(OC)c(OC)c1,8,160,17%,-8,160,16,94,78,14%
c1ccc(-c2cc3n(c2)CCc2ccccc2-3)cc1,-2,99,.,2,99,-24,70,95,.
CC(=O)c1c(C)nn(CC(O)COc2ccc3c(c2)CCC3)c1C (stereo unspecified),2,172,-10%,-2,172,3,88,84,0%
O=C(Cc1ccccc1)NC(Nc1ccccc1)C(Cl)(Cl)Cl (stereo unspecified),-3,123,14%,3,123,.,.,.,16%
COc1ccc(-n2nnc3c(=O)n(CC(=O)NCC4CCCO4)cnc32)cc1 (stereo unspecified),0,125,-24%,0,125,4,108,103,4%
Cc1ccccc1OCCn1nc(C(=O)O)c2ccccc2c1=O,.,.,16%,.,.,1,104,104,3%
CCc1ccc2[nH]c(=O)c(C(c3nnnn3CCOC)N3CCN(c4ccccc4)CC3)cc2c1 (stereo unspecified),21,174,-52%,-22,174,8,98,90,3%
O=C(C(c1ccccc1)c1ccccc1)N1CCN(Cc2ccco2)CC1,10,136,.,-10,136,1,98,97,.
CCOC(=O)CC1=C(C(=O)OCC)C(c2cccs2)C(C#N)=C(N)O1 (stereo unspecified),13,75,-2%,-13,75,-6,79,85,-6%
Cn1c(=O)c2c(nc(CN3CCOCC3)n2CCN2CCOCC2)n(C)c1=O,.,.,-12%,.,.,3,84,81,6%
CC(C)CCNC(=O)NC(=O)CN1C(=O)NC2(CCCCC2)C1=O,-6,119,.,6,119,6,97,92,.
CCC(C)NS(=O)(=O)c1ccc(NC(=O)CCC2CCCCC2)cc1 (stereo unspecified),4,174,-1%,-4,174,3,87,84,1%
CCOc1ncccc1C(=O)OCC(=O)N1CCN(S(=O)(=O)c2ccccc2)CC1,-9,147,-30%,9,147,8,96,89,-11%
COc1ccc(NC(=O)c2c(-c3ccccc3)noc2C)c(OC)c1,15,83,29%,-15,83,4,89,86,-13%
Cc1cccc(C(=O)N/N=C/c2ccc(OC3CSC3)cc2)c1,.,.,6%,.,.,.,.,.,-5%
CCOC(=O)CCC(=O)N1CCOCCN(C(=O)CCC(=O)OCC)CCOCC1,-4,184,-37%,4,184,3,96,93,-1%
Cc1cc(C)n(-c2nc3ccccc3nc2Nc2ccc(CC(=O)O)cc2)n1,25,58,-39%,-25,58,-4,66,70,14%
CCN(CC)c1ccc(/C=N/N2CCN(Cc3cccc4ccccc34)CC2)c(O)c1,4,133,1%,-4,133,.,.,.,-9%
